# CHRM1 antagonist: human CHRM1 antagonism. CHO-K1 hM1, Fluo-8 calcium fluorescence, ACh EC80 antagonist. P11229. 360,000 compounds, 1.3% hits. inhibition, % at 3 µM;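 active = percent inhibition above its own plate's cutoff, namely the mean of that plate's compound wells plus 3 SD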;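 also: peak over basal fluorescence ratio during 140 s after agonist addition; 0% = ACh EC80 plus DMSO and 100% = DMSO alone without agonist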
# Target sequence (P11229 whole entry, looked up): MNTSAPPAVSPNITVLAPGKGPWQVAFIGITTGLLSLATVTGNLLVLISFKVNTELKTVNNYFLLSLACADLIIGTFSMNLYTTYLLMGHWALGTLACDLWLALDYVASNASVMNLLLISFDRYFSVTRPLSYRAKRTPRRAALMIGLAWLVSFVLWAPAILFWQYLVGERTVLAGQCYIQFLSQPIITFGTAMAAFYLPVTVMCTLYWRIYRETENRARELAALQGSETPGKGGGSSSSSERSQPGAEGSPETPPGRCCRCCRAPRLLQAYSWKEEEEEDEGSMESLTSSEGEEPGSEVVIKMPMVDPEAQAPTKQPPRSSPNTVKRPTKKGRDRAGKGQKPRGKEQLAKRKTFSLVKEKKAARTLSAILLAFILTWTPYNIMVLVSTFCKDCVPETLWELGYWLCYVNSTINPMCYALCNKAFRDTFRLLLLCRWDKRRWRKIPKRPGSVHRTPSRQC
# CHRM1 PAM: positive allosteric modulators of human M1 muscarinic receptor; activation, % at 3 µM; 360,000 compounds, 0.088% hits; CHO-K1 hM1, Fluo-8 calcium fluorescence, ACh EC20; 0% = ACh EC20, 100% = maximal ACh; in the data active = activation above about 19%, passing the limit was not always enough
# CHRM5 antagonist: blocks acetylcholine activation of human M5 receptor. P08912. inhibition, % at 3 µM. AID 624040. 360,000 compounds, 0.59% hits. CHO-hM5 cells, Fluo-8 calcium fluorescence, ACh EC80;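 active = inhibition above a per-plate cutoff, the mean of that plate's test compounds plus 3 SD, cut at about 27% in these data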;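 also: 0% = acetylcholine EC80 with DMSO and 100% = DMSO without agonist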
# M5 ag: CHRM5 agonism in calcium assay; CHO-K1 hM5 cells, Fluo-8 calcium fluorescence; 0% DMSO wells, 100% maximal acetylcholine response; activation, % at 3 µM; 360,000 compounds, 0.19% hits; AID 624037;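 active = activation above the run's mean over test compounds plus 3 SD, cut at about 23% in these data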;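 also: signal is peak over basal fluorescence ratio across the kinetic read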
# M4 ag: CHRM4 agonism in calcium assay | activation, % at 3 µM | P08173 | 360,000 compounds, 0.14% hits | CHO-K1 hM4/Gqi5, Fluo-8 calcium fluorescence; vehicle 0%, full acetylcholine response 100%;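 active = activation above the run mean over all test wells plus 3 SD, cut at about 32% in these data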;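 also: peak over basal fluorescence ratio per well then scaled between controls; 0% = DMSO wells and 100% = acetylcholine at EC100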
# M4 antag: antagonists of human muscarinic M4 receptor (CHRM4); 360,000 compounds, 0.73% hits; CHO-hM4 cells, ACh EC80, Fluo-8 calcium fluorescence; P08173; inhibition, % at 3 µM;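 active = inhibition above its plate's cutoff, the mean inhibition of sample wells plus 3 SD, cut at about 27% in these data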;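 also: 0% = acetylcholine EC80 with DMSO and 100% = DMSO without agonist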
# CHRM1 agonist: agonists of human M1 muscarinic receptor; AID 588814; 360,000 compounds, 0.33% hits; CHO-K1 hM1, Fluo-8 calcium fluorescence, agonist mode; 0% DMSO, 100% acetylcholine EC100; activation, % at 3 µM;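 active = activation above the run's mean compound activation plus 3 SD, cut at about 16% in these data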;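 also: peak over basal fluorescence ratio within a 140 s kinetic read after compound addition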
# TAAR1 agonist: human TAAR1 agonism. CHO RD-HGA16 TAAR1, Fluo-8 calcium fluorescence; vehicle wells 0%, saturating PEA agonist 100%. activation, % at 3 µM. Q96RJ0. AID 624467. 360,000 compounds, 0.99% hits;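 active = activation above the mean activation of all test compounds in the run plus 3 SD, cut at about 38% in these data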
# Target sequence (Q96RJ0 whole entry, looked up): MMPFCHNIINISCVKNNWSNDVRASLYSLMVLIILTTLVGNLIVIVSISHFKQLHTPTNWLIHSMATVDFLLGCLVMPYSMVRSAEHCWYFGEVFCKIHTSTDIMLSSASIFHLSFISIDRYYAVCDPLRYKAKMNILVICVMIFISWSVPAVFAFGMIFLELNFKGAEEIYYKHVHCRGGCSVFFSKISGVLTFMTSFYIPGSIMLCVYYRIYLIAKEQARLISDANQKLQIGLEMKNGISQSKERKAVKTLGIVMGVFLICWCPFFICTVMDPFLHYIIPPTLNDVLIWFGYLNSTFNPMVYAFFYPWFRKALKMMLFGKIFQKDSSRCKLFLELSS
#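 Test system: RD-HGA16 (CHO) cells co-expressing Gα16 and hTAAR1 | Doses: Single dose, 3 µM | Schedule: 17-24 h seeding, 75 min 37 °C dye, 30 min RT | Evaluation: % activation from peak over basal fluorescence ratio, DMSO-to-PEA scaled | Technique: Kinetic Fluo-8 calcium fluorescence | Benchmarks: Low control DMSO, high control PEA (EC100)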
# CHRM5 PAM: potentiates acetylcholine response at human M5 receptor; P08912; CHO-K1 hM5, Fluo-8 calcium, ACh EC20 PAM; 0% = ACh EC20, 100% = ACh EC100; activation, % at 3 µM; 360,000 compounds, 0.3% hits; AID 624038;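 active = activation above the run cutoff, the mean activation of all test compounds plus 3 SD, cut at about 18% in these data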
#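 Measured by: Fluo-8 calcium fluorescence; material: human M5 receptor in CHO-K1 cells; schedule: Post-acetylcholine fluorescence recording 140 s; benchmarks: low control EC20 acetylcholine (0%), high control EC100 acetylcholine (100%); read-out: Max/basal fluorescence ratio as % of EC20–EC100 ACh window; compound: single dose, 3 µM nominal final test concentration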
# * = called active by the depositor. Not all compounds are listed; the hit share may differ from the screen's.
1. CSCCNC(=O)c1ccc2nc(Cc3ccccc3F)oc2c1
2. Cc1ccc(N2C(=O)CN=C2Nc2nc(C)cc(C)n2)cc1
3. Cc1cc(Cl)c2cc3ccccc3cc2n1
4. O=S(=O)(c1ccc2ccccc2c1)N1CCCOC1
5. COc1ccc(CNC2CCCc3ccccc32)c(OC)c1 (centres undefined)
6. COc1ccc(S(=O)(=O)N2CCCOC2CNC(=O)C(=O)NCCCn2ccnc2)cc1 (centres undefined)
7. Cc1ccc(C(=Cc2ccc([N+](=O)[O-])cc2)C(=O)O)cc1
8. CCOC(=O)c1c(-c2ccc(F)cc2)csc1/N=C/N(C)C

Compound	1	2	3	4	5	6	7	8
CHRM1 antagonist	-16	4	9	-5	-19	-1	-11	0
CHRM1 PAM	5	2	-4	4	13	-1	2	5
CHRM5 antagonist	12	6	17	-3	3	7	-2	-2
M5 ag	-1	5	1	-6	0	-5	-1	-5
M4 ag	2	2	14	0	2	1	0	-1
M4 antag	-4	-12	12	1	0	-6	-3	0
CHRM1 agonist	-1	-4	-3	-6	-8	-5	-4	0
TAAR1 agonist	2	0	-2	6	4	4	0	-2
CHRM5 PAM	4	-6	-14	0	1	-6	1	7

9. COC(=O)C[C@H]1c2ccccc2S(=O)(=O)N1C(C)C
10. COc1ccc2oc(C(=O)OCC(=O)NCC3CCCO3)c(C)c2c1 (centres undefined)
11. Nc1ccccc1C(=O)N1O[C@@H]2C=C[C@H]1C2
12. CCOc1ccc(C(=O)/C=C/c2cc(OC)c(OC)c(OC)c2)cc1
13. CS(=O)(=O)N(CC(=O)NCc1ccccc1)Cc1ccc(Cl)cc1
14. O=C(c1cc(-c2ccccn2)nc2ccc(Cl)cc12)N1CCN(CCc2ccccc2)CC1
15. CC1=C(C#N)CCC(=O)N1Cc1c(C)cc(C)cc1C
16. Cc1ccc(Cn2cccc(NC(=O)CCC3CCCC3)c2=O)cc1

Compound	9	10	11	12	13	14	15	16
CHRM1 antagonist	-2	2	-27	-15	-1	21	1	-4
CHRM1 PAM	5	2	15	5	-2	-7	4	1
CHRM5 antagonist	11	0	-13	6	-1	11	-1	4
M5 ag	3	4	0	-2	0	2	-3	-9
M4 ag	1	2	0	2	1	11	0	-3
M4 antag	3	-7	-22	1	-5	0	-4	-11
CHRM1 agonist	-4	-2	-1	-3	-1	-1	-3	-7
TAAR1 agonist	4	1	2	3	10	11	6	0
CHRM5 PAM	-8	2	-2	-4	-7	-12	6	0

17. CCc1cnc(Nc2nc(C(N)Cc3ccc(Cl)cc3)cs2)nc1 (centres undefined)
18. CCC(=O)N1CCc2cc(S(=O)(=O)CCC(=O)NCc3ccco3)ccc21
19. CC1Cc2cc(S(=O)(=O)NCc3ccccc3)ccc2N1C(=O)C1CC1 (centres undefined)
20. c1ccc(CSc2nnc(-c3ccccc3)c(-c3ccccc3)n2)cc1
21. COc1cc(OC)nc(NC(C)=O)n1
22. COc1ccc(Cl)cc1-c1cc(C(=O)Nc2ccc(F)cc2)[nH]n1
23. O=C(COC(=O)c1c(F)cccc1Cl)NC(=O)Nc1ccc2c(c1)OCCO2
24. CCn1c2ccccc2c2cc(NC(=O)c3ccc([N+](=O)[O-])cc3)ccc21

Compound	17	18	19	20	21	22	23	24
CHRM1 antagonist	-1	-5	16	-6	-6	-10	19	-5
CHRM1 PAM	3	4	-9	1	9	-5	-8	0
CHRM5 antagonist	-4	10	-10	1	-6	-2	11	11
M5 ag	5	-1	4	-3	1	-2	9	-2
M4 ag	7	1	13	0	-1	8	20	0
M4 antag	-6	-1	-10	-14	11	-15	12	2
CHRM1 agonist	0	-5	0	-2	-3	-7	3	-5
TAAR1 agonist	51*	0	3	3	17	-2	8	-1
CHRM5 PAM	4	-2	-5	4	3	-4	-10	1

25. C[C@H](CO)N1C[C@H](C)[C@@H](CN(C)S(=O)(=O)c2cccs2)Oc2c(NC(=O)C3CCCCC3)cccc2C1=O
26. O=C(NNC(=S)NC(=O)c1cccnc1)c1ccc(F)cc1
27. Cc1ccc(OC(=O)c2ccc(C)c(C)c2)cn1
28. CC(=O)NC(=S)Nc1ccccc1N1CCN(C(=O)c2ccccc2)CC1
29. CNC(=O)N/N=C(\N)c1ccccn1
30. CCCn1c(C)cc(=O)c2cc(NC(=O)c3ccccn3)ccc21
31. COc1ccccc1NC(=O)C(C)OC(=O)/C=C/c1ccc2ccccc2n1 (centres undefined)
32. O=c1cc(NC2CCCCC2)c2ccccc2o1

Compound	25	26	27	28	29	30	31	32
CHRM1 antagonist	-14	-5	-4	11	-2	-9	-26	-9
CHRM1 PAM	20	1	4	-12	3	5	10	7
CHRM5 antagonist	7	-3	-5	-7	4	-2	5	5
M5 ag	-3	1	-10	1	1	-6	-1	0
M4 ag	0	0	3	14	0	1	2	5
M4 antag	3	-2	-19	-16	-4	4	-14	0
CHRM1 agonist	2	-2	-3	-5	-2	-3	-3	-5
TAAR1 agonist	8	0	12	15	0	17	-2	0
CHRM5 PAM	5	1	11	-10	0	6	-1	-7

# More results.
no.	structure	CHRM1 antagonist	CHRM1 PAM	CHRM5 antagonist	M5 ag	M4 ag	M4 antag	CHRM1 agonist	TAAR1 agonist	CHRM5 PAM
33	COc1ccc(OC)c(/C=N/N(C)c2ccccc2)c1	23	-8	3	-3	-1	8	-2	1	-1
34	COc1ccc(-c2cn(Cc3ccc4c(c3)C(=O)c3ccccc3C4=O)nn2)cc1	-6	7	-7	3	1	-3	-1	8	4
35	COc1ccc(NC(=O)CSc2nnc(-c3ccoc3C)n2CCc2ccccc2)cc1	2	-6	2	-7	1	-1	-4	10	-3
36	O=C(Nc1ccc2c(c1)OCO2)C1CCCN1C(=O)Nc1ccccc1F (centres undefined)	-4	9	-9	-2	1	-30	-5	1	4
37	COc1ccc(OCCC(=O)N2CCOCC2)cc1	4	-3	0	-2	0	-2	-2	0	-1
38	CC(=O)Nc1ccc(S(=O)(=O)NCc2ccc3[nH]c(C)cc3c2)cc1	5	-7	-1	4	1	-2	-1	1	1
39	Cc1nn(C(=O)CN2C(=O)c3ccccc3C2=O)c(C)c1Br	5	0	-2	-2	0	4	-4	2	4
40	Cc1cc(C)c2c(=O)[nH]c(SCC(=O)c3ccc(F)c(C)c3)nc2n1	-2	13	-1	-1	0	-1	-5	4	-3
41	N#C/C(=C\c1ccc(N2CCOCC2)o1)C(=O)NCCc1ccccc1	9	-17	16	47*	34*	3	21*	41*	-23
42	CC12CCC(=O)N1C(C(=O)Nc1nc(-c3ccccc3Cl)cs1)CS2 (centres undefined)	-1	0	3	3	5	12	-3	9	-8
43	c1ccc(CCNc2cc(-c3ccc4ccccc4c3)nc3ccnn23)nc1	-20	13	0	0	2	-2	-1	1	-5
44	O=C(Nc1ccc(O)c(-c2nc3ccccc3o2)c1)C1(c2ccc([N+](=O)[O-])cc2)CCCC1	3	4	10	-1	0	0	-2	4	-2
45	CN(Cc1ccccc1)S(=O)(=O)c1ccc(NC(=O)C2CCCCC2C(=O)O)cc1 (centres undefined)	12	-2	8	-1	0	6	-7	0	-5
46	CCOC(=O)c1ccccc1OCc1cc(/C=N/n2cnnc2)ccc1OC	10	-8	10	1	10	-10	1	13	-6
47	COc1ccc(CN(C)CC(=O)NC(C)c2ccccc2)c(OC)c1 (centres undefined)	-13	4	-1	-4	1	2	-5	5	-7
48	Oc1ccc(Br)cc1Cn1nnc2ccccc21	4	7	2	9	9	5	7	8	-1
49	CCC(C)Nc1nc(OC(C(F)(F)F)C(F)(F)F)nc(OC(C(F)(F)F)C(F)(F)F)n1 (centres undefined)	-1	0	6	0	0	0	-1	7	0
50	CSc1nnc(C)c(=O)n1COC(=O)c1ccc([N+](=O)[O-])cc1	1	1	6	1	0	8	-5	1	2
51	CC(C)(C)c1ccc(C(=O)NC(=S)Nc2nc3c(s2)CCCC3)cc1	4	8	6	-2	1	1	1	3	3
52	Cc1ccc(NC(=O)COc2cccc3c2OC(C)(C)C3)c(O)c1	-5	3	13	-5	7	0	-4	0	-4
53	CN(C)S(=O)(=O)c1cccc(-c2nn(-c3ccccc3)cc2/C=C2\SC(=S)NC2=O)c1	9	-3	11	2	3	10	-3	3	-3
54	COc1ccc(NC(=O)Nc2cccc(NC(C)=O)c2)c(OC)c1	6	-2	-15	0	2	-6	-4	10	6
55	O=S(=O)(ON(c1ccccc1)S(=O)(=O)c1ccccc1)c1ccccc1	-3	7	2	2	4	-3	-3	9	5
56	CCCNC(=O)c1csc2c1CCCCC2	-7	7	-2	-10	0	2	-5	-1	-3
57	C/C(N)=N\S(=O)(=O)c1ccc(Cl)cc1	-9	-5	-4	-2	0	-12	-2	-2	-3
58	COc1cc(/C=C/C(=O)OC(C)C(=O)Nc2c(C)n(C)n(-c3ccccc3)c2=O)ccc1O (centres undefined)	-7	6	6	4	0	1	-2	2	-2
59	Cc1ccc(CC2(O)CC(C)N(C)CC2C)c(C)c1 (centres undefined)	-18	12	-11	-4	1	-2	4	4	14
60	COC(=O)[C@H](C)NC(=O)NCc1ccc(F)cc1	3	-2	-5	-4	3	-19	-5	3	0

# Copied from above for reference:
no.	structure	CHRM1 antagonist	CHRM1 PAM	CHRM5 antagonist	M5 ag	M4 ag	M4 antag	CHRM1 agonist	TAAR1 agonist	CHRM5 PAM
52	Cc1ccc(NC(=O)COc2cccc3c2OC(C)(C)C3)c(O)c1	-5	3	13	-5	7	0	-4	0	-4
53	CN(C)S(=O)(=O)c1cccc(-c2nn(-c3ccccc3)cc2/C=C2\SC(=S)NC2=O)c1	9	-3	11	2	3	10	-3	3	-3
54	COc1ccc(NC(=O)Nc2cccc(NC(C)=O)c2)c(OC)c1	6	-2	-15	0	2	-6	-4	10	6
55	O=S(=O)(ON(c1ccccc1)S(=O)(=O)c1ccccc1)c1ccccc1	-3	7	2	2	4	-3	-3	9	5
56	CCCNC(=O)c1csc2c1CCCCC2	-7	7	-2	-10	0	2	-5	-1	-3
57	C/C(N)=N\S(=O)(=O)c1ccc(Cl)cc1	-9	-5	-4	-2	0	-12	-2	-2	-3
58	COc1cc(/C=C/C(=O)OC(C)C(=O)Nc2c(C)n(C)n(-c3ccccc3)c2=O)ccc1O (centres undefined)	-7	6	6	4	0	1	-2	2	-2
59	Cc1ccc(CC2(O)CC(C)N(C)CC2C)c(C)c1 (centres undefined)	-18	12	-11	-4	1	-2	4	4	14
60	COC(=O)[C@H](C)NC(=O)NCc1ccc(F)cc1	3	-2	-5	-4	3	-19	-5	3	0
